BAP1 inh: inhibitors of human BAP1 deubiquitinase; recombinant BAP1, Ub-AMC hydrolysis fluorescence kinetic; hits give low values; hit rate 0.48% among 72,000; Q92560; activity remaining (% of control), % at 20 µM;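 active = activity remaining at or below 50% of control, provided the compound also passes the data quality filters; inactive = the rest, including low values that fail the filters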;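 note: 100% = DMSO wells rate and 0% = substrate alone blank rate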
Target sequence (Q92560 whole entry, looked up): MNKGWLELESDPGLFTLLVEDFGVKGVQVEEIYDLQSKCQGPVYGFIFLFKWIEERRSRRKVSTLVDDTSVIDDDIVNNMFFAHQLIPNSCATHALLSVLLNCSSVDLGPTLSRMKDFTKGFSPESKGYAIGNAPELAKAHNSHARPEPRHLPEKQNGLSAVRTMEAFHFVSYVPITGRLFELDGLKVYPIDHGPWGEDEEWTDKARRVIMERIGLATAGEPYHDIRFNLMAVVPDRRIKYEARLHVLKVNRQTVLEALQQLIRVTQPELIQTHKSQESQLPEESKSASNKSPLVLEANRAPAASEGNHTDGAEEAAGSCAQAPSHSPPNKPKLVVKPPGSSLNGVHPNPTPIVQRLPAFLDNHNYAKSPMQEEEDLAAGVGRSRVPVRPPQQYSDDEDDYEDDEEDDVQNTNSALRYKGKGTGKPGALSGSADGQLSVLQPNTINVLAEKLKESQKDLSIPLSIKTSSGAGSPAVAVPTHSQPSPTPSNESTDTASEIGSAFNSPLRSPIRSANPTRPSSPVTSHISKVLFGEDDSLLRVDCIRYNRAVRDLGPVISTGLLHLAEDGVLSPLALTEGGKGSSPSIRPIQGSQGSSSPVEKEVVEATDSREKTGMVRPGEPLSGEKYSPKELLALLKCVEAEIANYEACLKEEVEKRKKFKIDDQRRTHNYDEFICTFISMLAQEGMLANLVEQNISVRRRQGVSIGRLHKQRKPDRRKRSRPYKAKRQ
HePTP inhibitor: blocks human HePTP tyrosine phosphatase | P35236 | recombinant HePTP phosphatase activity, OD absorbance | inhibition, % at 20 µM | hit rate 0.64% among 110,000 | AID 521; in the data active = inhibition above about 50%;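 note: plate controls were vehicle for no effect and reference inhibitor for full effect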
Starred values were filed as active, the others as inactive; . = no result given; & = joins results of further samples. Rows were taken by chance. Share with any hit: about 0.95%.

SMILES | BAP1 inh | HePTP inhibitor
O=C(N/N=C\c1cc(O)c(Br)cc1Br)c1ccc(Br)cc1 | . | 10.3
Cc1c(-c2cccs2)[n+](=O)c2c(n1[O-])CCCC2 | 64.7 | 3.0
COc1ccc(CNC(=O)c2c(O)c3cccc4c3n(c2=O)CCC4)cc1OC | 95.3 | 3.8
COc1cc(OC)cc(C(=O)OCc2cc3ccccc3[nH]c2=O)c1 | 74.3 | 2.3
Cc1ccc(C2CC(c3ccco3)n3nc(N)nc3N2)cc1 (stereo not given) | 87.6 | -5.6
CS(=O)(=O)N1CCN(C(=O)c2ccc([N+](=O)[O-])cc2)CC1 | . | -1.5
O=C(OCCCN1C(=O)c2cccc3c(N4CCOCC4)ccc(c23)C1=O)c1cccc([N+](=O)[O-])c1 | 133.4 | .
COc1cccc(OCCOCCNCCO)c1 | 101.0 | 6.6
COc1ccccc1C1C2=C(N=C3SCC(=O)N31)c1ccccc1CC2 (stereo not given) | 60.4 | 1.0
O=C1CC(c2ccsc2)c2cc3c(cc2N1)OCCO3 (stereo not given) | 95.3 | -7.2
Cc1ccc(N2C(=O)[C@@H]3[C@H](C2=O)C2CCCN2[C@@H]3C(=O)c2ccccc2)cc1 (stereo not given in full) | . | 2.6
CN=CC1=C(O)CC(C)(C)CC1=O | 105.2 | -11.0
CCc1cc2cc(C)ccc2nc1SCC(=O)N1CCN(C(=O)c2ccco2)CC1 | 87.8 | 5.6
O=C1C(=O)c2ccccc2C(Cl)=C1Cl | . | 5.9
Cc1ccc(-c2cc(C(=O)NCc3ccccc3)c3ccccc3n2)o1 | . | 53.4*
CC(=O)c1ccc(N2C(=O)C3C4C=CC(O4)C3C2=O)cc1 (stereo not given) | . | 2.3
CC1(C)Cc2c(sc3nc4n(c(=O)c23)CCC4)CO1 | 106.3 | 3.1
Cc1ccc(C(=O)NN2C(=O)/C(=C/c3ccc4c(c3)OCO4)SC2=S)cc1 | . | 12.0
COc1ccc(C2Nc3ccccc3NC3=C2C(=O)CC(C)(C)C3)cc1 (stereo not given) | 121.3 | 5.7
CC(=O)Nc1ccc(N=Cc2ccc(Cl)cc2)cc1 | 82.3 | .
C=C(C)CNC(=S)NNC(=O)c1ccc(Br)cc1 | . | 4.7
O=C(NC(=S)Nc1ccc([N+](=O)[O-])cc1Cl)c1ccco1 | . | 0.6
CCC1CCCCN1C(=O)Cn1c(=O)n(CCC(=O)NCc2ccco2)c(=O)c2sccc21 (stereo not given) | 108.0 | 13.0
CCN(CC)CC(O)COc1ccccc1 (stereo not given) | . | 1.7
Cc1ccc2cc(C#N)c(SCC(=O)NCC3CCCO3)nc2c1 (stereo not given) | 90.3 | 6.4
Next results.
SMILES | BAP1 inh | HePTP inhibitor
Cc1cnc(C(=O)OCC(=O)Nc2cc(Cl)cc(Cl)c2)cn1 | . | 15.6
CCN(CC)CCCNC(=O)c1nn(-c2ccc(OC)cc2OC)c(=O)c2ccccc12 | 95.3 | 1.1
CC(C)(C)n1ncc2c(=O)n(CC(=O)NCCc3ccccc3)cnc21 | 88.3 | -6.6
COc1ccc(N2C(=O)CSC23CCCCC3)cc1 | . | 2.9
Cc1cc(NC(=O)CSc2n[nH]c(CC(C)C)n2)no1 | 131.7 | 11.4
CCCCOC(=O)C1=C(C)NC(=S)NC1c1ccc(N(C)C)cc1 (stereo not given) | . | -19.5
O=C1c2ccccc2C(O)N1Cc1ccco1 (stereo not given) | 91.4 | -7.1
CC(=O)c1sc2nc(-c3cccs3)cc(C(F)(F)F)c2c1N | 136.2 | 0.3
O=C(O)c1ccc(S(=O)(=O)c2ccc3c(c2)C(=O)N(Cc2ccco2)C3=O)cc1 | 84.5 | -0.7
O=C(CSc1nnnn1-c1ccc(Cl)cc1)N1CCc2ccccc2C1 | 125.5 | 4.0
CCN1CCN(S(=O)(=O)c2cc(OCC(=O)NC3CCCCC3)c(C)cc2Cl)CC1 | 88.1 | 7.7
CCc1cccc(C)c1NC(=O)CSc1nnc(-c2ccco2)n1N | 105.7 | -2.2
O=C(CSc1nccc(=O)[nH]1)Nc1ccc(F)c(Cl)c1 | 50.5 | -2.7
Cc1cccc(NC(=O)C2CCN(S(=O)(=O)c3c(C)nn(C)c3C)CC2)n1 | 96.4 | 7.9
COC(=O)c1ccccc1N(C)S(C)(=O)=O | 105.7 | 1.6
O=C1NCC(COc2ccc([N+](=O)[O-])cc2)O1 (stereo not given) | . | -1.1
CCOC(=O)C1=C(C)N(C)C(=O)NC1c1ccc(OC)c(OC)c1OC (stereo not given) | . | 9.3
CS(=O)(=O)N(CC(=O)N1CCN(c2cccc(Cl)c2)CC1)c1cccc(F)c1 | 139.9 | 4.8
Oc1ccccc1-c1cc(C(F)(F)F)[nH]n1 | 133.1 | 8.6&-0.7
CC(C)CNC(=O)CN(c1ccc(Cl)cc1)S(C)(=O)=O | . | 6.8
COc1ccccc1OCCSc1nc2ccccc2n1CC(=O)O | . | -7.6
CC(C)Cc1nc2oc3c(N4CCN(CCO)CC4)ncnc3c2c2c1CCCC2 | 110.3 | 1.5
Cc1ccc2c(c1)NC(c1ccc(Cl)cc1Cl)C1=C(CC(C)(C)CC1=O)N2 (stereo not given) | . | 7.5
COc1ccc(NC(=O)CN(c2cc(C)cc(C)c2)S(=O)(=O)c2c(C)noc2C)cc1 | 85.1 | 6.4
CCOC(=O)c1c(C2CC2)csc1NC(C)=O | 83.6 | 4.6
Carrying on.
SMILES | BAP1 inh | HePTP inhibitor
CC(=O)c1cc2c(cc1N)OCO2 | 100.0 | 5.9
O=C(CN1C(=O)NC2(CCCCC2)C1=O)Nc1ccccc1Cl | 79.8 | 8.3
Cc1cc(N2C3CCC2CC(O)(c2ccc(F)cc2)C3)nc(-c2ccccc2)n1 (stereo not given) | 73.1 | 9.9
N=c1n(CCN2CCOCC2)c2ccccc2n1Cc1ccccc1Br | 97.4 | 7.5
COc1ccccc1C(=O)Nc1cccc(Cl)c1 | 147.7 | .
CCOC(=O)C1C2C=CC3(CN(CCc4ccccc4)C(=O)C13)O2 (stereo not given) | 102.2 | .
Cc1ccc2nc(-c3cccc(NC(=O)c4ccco4)c3)[nH]c2c1 | 67.2 | 1.5
CC(C)(C)c1csc(NC(=O)c2c(F)c(F)c(F)c(F)c2F)n1 | . | 3.0
CC(=O)OCC[N+](C)(C)C | 60.9 | 7.5
O=C1c2ccccc2C(=O)N1CCCSc1nc2ccccc2o1 | 88.0 | 10.1&-0.3
COc1ccccc1NS(=O)(=O)c1cccc2c1C(=O)c1ccccc1C2=O | . | -5.6
Cc1cccc(OCCCN2CCCCCC2)c1 | 96.8 | -0.1
COCc1cc(C)nc(N)c1C#N | 99.5 | 7.5
COCCCNC(=O)CN(c1cc(OC)ccc1OC)S(=O)(=O)c1ccccc1 | 129.7 | 7.2
O=C(NCCCNc1ccc([N+](=O)[O-])cc1Cl)c1cccnc1 | . | 2.9
COc1ccc(NC(=O)C2CCC2)cc1 | . | -6.5
COc1cccc2c(=O)n(CC(=O)NC3CCCC3)ccc12 | 90.0 | 1.5
CCOc1cccc2sc(NC(=O)c3ccc(Br)cc3)nc12 | . | 12.5
CN1CCN(C(=O)c2ccc3c(c2)N(Cc2cccc(Cl)c2)C(=O)c2ccccc2S3=O)CC1 (stereo not given) | 88.6 | 5.6
O=C(NCC1CCCO1)c1cc(-c2ccco2)nc2ccccc12 (stereo not given) | . | 19.5
Cc1n[nH]c(C)c1Sc1ccccc1N=Cc1cc(Cl)ccc1O | . | 2.1
COc1cc(C2C(C(=O)c3ccco3)=C(O)C(=O)N2CCc2ccccc2)ccc1O (stereo not given) | . | -15.5
CCOC(=O)NC(NC(=S)Nc1ccccc1I)C(Cl)(Cl)Cl (stereo not given) | . | 0.2
COc1ccc(NS(=O)(=O)c2ccccc2)cc1OC | . | -2.0
O=C(N/N=C/c1ccc(O)cc1O)c1ccc([N+](=O)[O-])cc1 | . | 4.0

Grouped by structure: those above containing two or more sulfur atoms.
SMILES | BAP1 inh | HePTP inhibitor
Cc1ccc(C(=O)NN2C(=O)/C(=C/c3ccc4c(c3)OCO4)SC2=S)cc1 | . | 12.0
CC(=O)c1sc2nc(-c3cccs3)cc(C(F)(F)F)c2c1N | 136.2 | 0.3

Following part
SMILES | BAP1 inh | HePTP inhibitor
CCCCOC(=O)CNc1nnc(SCC(=O)OCC)[nH]c1=O | 107.7 | 8.9&9.9
O=C(c1cc2c(ccc3ccccc32)oc1=O)N1CCN(CCO)CC1 | 101.5 | 6.9
Cc1[nH]nc2c1C1(CCC3(CC1)OCCO3)C(C#N)=C(N)O2 | 124.9 | 2.5
COc1ccccc1OCC(=O)OCC(=O)Nc1ncc(Cl)cc1Cl | 111.3 | 6.2
CCn1c(CN2CCCCCC2=O)nnc1SCc1cnc(-c2ccccc2)s1 | 107.2 | 7.4
Cc1c(C)c2ccc(OCC(=O)c3ccc(-c4ccccc4)cc3)cc2oc1=O | . | 1.6
CCOc1cc(OCC)cc(C(=O)Nc2ccc3oc(-c4cccnc4)nc3c2)c1 | . | 0.4
COCCSc1ccccc1C(=O)N1CCN(Cc2ccc3c(c2)OCO3)CC1 | 79.7 | -7.0
COc1cccc(C2C(C(C)=O)=C(O)C(=O)N2CCN(C)C)c1 (stereo not given) | . | -3.5
CCN1c2ccccc2-c2nc3ccccc3n2C1c1ccccn1 (stereo not given) | 139.5 | 7.3
CCOC(=O)C1=C(C)N=c2s/c(=C/c3ccc(OC)cc3)c(=O)n2C1c1sccc1C (stereo not given) | . | 0.2
CC(C)(C)C(=O)NC1CCN(C(=O)N2CCCC2)CC1 | 98.2 | 1.1
CCc1ccc(N2C(=O)NC(=O)/C(=C\c3cc(Cl)c(O)c(Cl)c3)C2=O)cc1 | . | 2.7
CCOCCn1c(-c2ccc(OC)cc2)nc2ccccc21 | 98.3 | 1.0
O=C(CSc1cccc2cccnc12)NCc1ccco1 | . | -1.5
CCCCCN1C(=O)/C(=C2\SC(=S)NC2=O)c2ccccc21 | . | -1.7
Cc1occc1C(=O)NCc1cccc(CNC(=O)c2ccoc2C)c1 | 74.2 | 8.8
Cn1c(C(=O)OCC(=O)NCCc2ccccc2)cc2sccc21 | 56.8 | 5.5
Nc1ncnc2nc(Sc3ccc(Cl)cc3)[nH]c12 | 82.4 | 11.5
COc1ccc(C(=O)N(CCCO)Cc2cc3c(C)ccc(C)c3[nH]c2=O)cc1OC | 83.8 | 1.5
COc1ccc(OC)c(CCNC(=O)C2CCN(c3nnc(-n4cccc4)s3)CC2)c1 | 101.9 | 13.6
CCOC(=O)CSc1nc(N)c(C#N)c(-c2cccs2)c1C#N | . | 2.1
O=C(Oc1ccccc1C(=S)N1CCOCC1)c1ccc(Br)cc1 | 148.4 | 0.9
COc1ccc(S(=O)(=O)N2CCN(C(=O)CC(C)C)CC2)cc1 | . | 4.7
CCOC(=O)C(Cc1cc(C(C)=O)ccc1OCC)C(=O)OCC | 99.8 | 9.1

As entered above:
CCOCCn1c(-c2ccc(OC)cc2)nc2ccccc21 in BAP1 inh has 98.3
Oc1ccccc1-c1cc(C(F)(F)F)[nH]n1 in BAP1 inh has 133.1
Cc1ccc(C(=O)NN2C(=O)/C(=C/c3ccc4c(c3)OCO4)SC2=S)cc1 in HePTP inhibitor has 12.0
COc1ccccc1OCCSc1nc2ccccc2n1CC(=O)O in HePTP inhibitor has -7.6
CCOC(=O)C(Cc1cc(C(C)=O)ccc1OCC)C(=O)OCC in BAP1 inh has 99.8

Going on with the list:
SMILES | BAP1 inh | HePTP inhibitor
Cc1ccccc1OCCOc1ccccc1/C=N/n1cnnc1 | . | 6.5
O=c1c2ccccc2nc(-c2cccc(Cl)c2)n1O | 95.8 | 16.0
O=C(Nn1cnnc1)c1cccc(Cl)c1 | . | -11.6
CCC1(C)Cc2c(sc3c2c(=O)n(C)c2nnc(SCc4ccc5c(c4)OCO5)n32)CO1 (stereo not given) | 53.5 | 10.6
CCOc1ccc(CN2CCN(Cc3cc(OC)ccc3O)CC2)cc1 | . | -4.7
Cc1ccc(C(=O)N(C(=O)c2ccc(C)c(C)c2)c2ccccn2)cc1C | . | 2.1
COc1ccc(/C=C/C(=O)Nc2nc(-c3ccccc3)cs2)cc1S(=O)(=O)N1CCCCC1 | . | 6.7
COc1cc(N(C)C)c([N+](=O)[O-])cc1C(=O)N1CCCC(O)C1 (stereo not given) | . | 2.1

Rewritten with each value named: 4 of the compounds above
Structure: O=c1c2ccccc2nc(-c2cccc(Cl)c2)n1O
  BAP1 inh: 95.8; HePTP inhibitor: 16.0

Structure: COc1cc(N(C)C)c([N+](=O)[O-])cc1C(=O)N1CCCC(O)C1 (stereo not given)
  BAP1 inh: .; HePTP inhibitor: 2.1

Structure: CCC1(C)Cc2c(sc3c2c(=O)n(C)c2nnc(SCc4ccc5c(c4)OCO5)n32)CO1 (stereo not given)
  BAP1 inh: 53.5; HePTP inhibitor: 10.6

Structure: CCOc1ccc(CN2CCN(Cc3cc(OC)ccc3O)CC2)cc1
  BAP1 inh: .; HePTP inhibitor: -4.7

High-throughput results: PubChem BioAssay, several laboratories
